TrxR1 substrate = is turned over as a substrate by rat TrxR1 | O89049 | purified TrxR1 substrate turnover, NADPH consumption readout | Potency, µM (top dose mostly 114 µM), inactives show at the highest dose activity change, negative = substrate turnover | 0.01% of 390,000 active | AID 588456; note: potency is the fitted concentration of half-maximal effect; % is set by controls: 0 for no effect and ±100 for the full control effect; nearly all actives have a fitted effect of over 50% in size
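Rat TrxR1, dispensed at 90 nM, was prereduced with 400 uM NADPH (final) for 5 min at ~22 deg C, then incubated with compound 15 min before 400 uM selenite. A first-read NADPH fluorescence drop versus no-compound background flagged substrates.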
D2 agonist = agonists of human D2 dopamine receptor; activation, % at 2 µM; HEK293 T-REx D2 cells, calcium flux agonist mode; 0.53% of 340,000 active; P14416; AID 485358;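 active = activation over 3 SD above normal in the single-dose calcium agonist read, cut at about 30% in these data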; note: 0% is about no effect
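Agonism is scored from calcium flux in a force-coupled, inducible HEK293 cell line expressing D2, read kinetically for 180 s after compound addition against dopamine controls.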
D2 antagonist = D2 dopamine receptor (human) antagonism. P14416. HEK293 TREx D2 cells, calcium flux, dopamine EC80. inhibition, % at 10 µM. 2% of 340,000 active; in the data active = inhibition above about 30%; note: 0% is about no effect
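Dopamine at EC80 is the agonist stimulus; test compounds precede it by 180 s. Calcium flux read kinetically in a force-coupled, inducible HEK293 T-REx D2 cell line.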
TRHR PAM = TRH receptor (human) allosteric enhancement; P34981; TRHR cells, fluo-8 calcium fluorescence, EC20 TRH enhancement; 0.66% of 360,000 active; enhancement, % at 2 µM; AID 493056; in the data active = enhancement above about 30%; note: 0% is about no effect
Target sequence (P34981 whole entry, looked up): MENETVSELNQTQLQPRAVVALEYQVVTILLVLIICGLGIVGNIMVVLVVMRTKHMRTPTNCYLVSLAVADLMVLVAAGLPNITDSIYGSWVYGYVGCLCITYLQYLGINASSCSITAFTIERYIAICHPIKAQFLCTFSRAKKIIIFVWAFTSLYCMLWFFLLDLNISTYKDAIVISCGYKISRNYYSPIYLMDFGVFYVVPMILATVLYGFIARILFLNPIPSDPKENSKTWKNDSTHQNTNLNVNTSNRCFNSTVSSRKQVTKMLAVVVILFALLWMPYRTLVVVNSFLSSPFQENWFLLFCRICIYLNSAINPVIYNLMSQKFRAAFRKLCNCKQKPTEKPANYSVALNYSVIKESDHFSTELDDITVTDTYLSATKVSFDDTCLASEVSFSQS
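TRHR-expressing cells loaded with fluo-8 calcium dye were read kinetically (ex 480/em 530) during compound addition, then stimulated with an EC20 of TRH (10 nM final). Enhancement of the Gq-mediated intracellular calcium response was scored.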
mIDH1 inhibitor = inhibitors of human mutant IDH1 R132H; O75874; IDH1-R132H enzyme, NADPH consumption, diaphorase/resazurin fluorescence; Potency, µM (doses to about 76.6 µM), inactives show top-dose activity change, negative = inhibition, hits mostly inhibitors; 0.093% of 390,000 active; AID 602179; note: potency is the fitted concentration of half-maximal effect; % is set by controls: 0 for no effect and ±100 for the full control effect; nearly all actives have a fitted effect of over 65% in size
Target sequence (O75874 whole entry R132H, stated change not applied): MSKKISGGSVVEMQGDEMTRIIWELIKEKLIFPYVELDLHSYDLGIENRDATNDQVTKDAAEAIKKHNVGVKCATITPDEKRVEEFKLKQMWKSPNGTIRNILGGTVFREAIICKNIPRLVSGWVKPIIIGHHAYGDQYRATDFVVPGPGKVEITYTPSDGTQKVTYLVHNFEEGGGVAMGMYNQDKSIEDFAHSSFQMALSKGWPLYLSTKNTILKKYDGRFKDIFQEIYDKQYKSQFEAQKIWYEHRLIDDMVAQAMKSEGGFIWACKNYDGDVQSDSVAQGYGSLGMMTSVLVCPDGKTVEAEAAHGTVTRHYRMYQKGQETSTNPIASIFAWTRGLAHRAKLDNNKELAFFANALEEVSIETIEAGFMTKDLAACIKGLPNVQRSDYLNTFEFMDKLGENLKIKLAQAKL
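IDH1-R132H (0.5 ug/mL dispensed) in pH 7.5 Tris buffer was preincubated 30 min with compound, then given a substrate mix of 0.016 mM NADPH and 2 mM alpha-KG for 80 min at room temperature; remaining NADPH was read by diaphorase/resazurin fluorescence.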
TRHR agonist = TRH receptor (human) agonism | P34981 | activation, % at 2 µM | AID 493084 | TRHR cells, calcium flux fluo-8, FDSS agonist mode | 0.18% of 360,000 active; in the data active = activation above about 30%; note: 0% is about no effect
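Steps: seed TRHR cells overnight; add fluo-8 no-wash Ca dye, RT 30 min–1.5 h; record 10 s baseline; pin-transfer compounds; monitor fluorescence 1 cycle/s for the agonist window. Calcium increases flag candidate agonists.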
Pin1 inh = human Pin1 inhibition; Pin1 FP peptide displacement, HiFluor488, 10 min; Potency, µM (top dose mostly 115 µM), for the others: top-dose activity, negative = inhibition, most hits filed as inhibitors; Q13526; AID 504891; 0.009% of 390,000 active; active = well fitted inhibition curve with a large enough effect in the polarisation, with a control signal flat, not every such curve was filed as active; inconclusive = small, poorly fitted or top-dose-only effect, or effect the other way, or a change in a side signal; inactive = no such curve, though single readings can be large or run the other way; the % refers to the polarisation; note: potency is the fitted concentration of half-maximal effect; % is set by controls: 0 for no effect and ±100 for the full control effect
Target sequence (Q13526 whole entry, looked up): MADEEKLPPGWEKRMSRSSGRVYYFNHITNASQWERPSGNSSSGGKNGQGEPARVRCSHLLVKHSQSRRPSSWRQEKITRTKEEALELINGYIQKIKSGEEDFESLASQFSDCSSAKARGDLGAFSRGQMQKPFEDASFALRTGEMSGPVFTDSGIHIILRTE
TrxR1 inh = blocks rat thioredoxin reductase 1. recombinant rTrxR1, NADPH fluorescence consumption, selenite substrate. O89049. AID 588453. 1% of 390,000 active. Potency, µM (top dose mostly 114 µM), for the others: top-dose activity change, negative = inhibition, hits mostly inhibitors; note: potency is the fitted concentration of half-maximal effect; % is set by controls: 0 for no effect and ±100 for the full control effect; nearly all actives have a fitted effect of over 65% in size
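Rat TrxR1 (90 nM in the dispensed reagent) was pre-reduced with 400 uM NADPH for 5 min at room temperature, then incubated with compound for 15 min. After 400 uM selenite was added, NADPH fluorescence (Ex 340/Em 450 nm) was followed for 8 min.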
USP1-UAF1 inh = blocks the human USP1/UAF1 deubiquitinase complex | O94782 | recombinant USP1/UAF1, Ub-Rhodamine cleavage fluorescence | Potency, µM (doses to about 57.1 µM), for the others: at the top dose activity change, negative = inhibition, most hits filed as inhibitors | 0.23% of 390,000 active | AID 743255; note: potency is the fitted concentration of half-maximal effect; % is set by controls: 0 for no effect and ±100 for the full control effect; nearly all actives have a fitted effect of over 60% in size; inactives centre near -12
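In this screen, compounds sit with the deubiquitinase complex (1nM) for 15 min at room temperature before Ub-Rho is added at 150nM final. Fluorescence rise is then followed for 6 reads every 60 seconds.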
* marks the source's active call; other numbers are inactive results; ? = inconclusive; . = no result given; [ ] = dose if it differs, or a comment. Unless noted, calls come from the whole dose curve; as a rule, active = well fitted inhibition curve with a large enough effect; inconclusive = small, poorly fitted or top-dose-only effect; inactive = no such curve, though single readings can be large or run the other way. An excerpt. The share of hits here may be higher or lower than overall.

Values run as follows: TrxR1 substrate, D2 agonist, D2 antagonist, TRHR PAM, mIDH1 inhibitor, TRHR agonist, Pin1 inh, TrxR1 inh, USP1-UAF1 inh
C=CCSc1nnc(NC(=O)CCNC(=O)c2ccco2)s1
    -1%, ., ., -11, 5%, 0.4, -9%, 7%, -12%
CCOC(=O)c1cc2c(=O)n3ccccc3nc2n(Cc2ccco2)c1=NC(=O)c1ccccc1OCC
    12%[57.1 µM], 0.5, 1, 2, -20%, 3.9, ?, 29%[57.1 µM], -8%
Cc1ccc(OCC(=O)Nc2ccc(O)c(-c3nc4ccccc4o3)c2)cc1
    4%[57.1 µM], 0.5, 0, 11, 3%, 0.3, -1%, 10%[57.1 µM], -14%
CCOc1ccc(-c2noc(CCC(=O)NC)n2)cc1OCC
    4%, 0.2, 15, -4, -2%, 0.0, -1%, 1%, -19%
Cc1cc(-c2ccccc2)nc2[nH]n(-c3ccccc3)c(=O)c12
    1%, -0.6, -8, 7, 4%, -0.7, -8%, 0%, -9%
COCCn1c(SCC(=O)N2CCCc3ccccc32)nc2c(c1=O)SC(C)C2 (stereo not given)
    4%[57.1 µM], 0.2, 6, 3, -5%, -0.3, -7%, 12%[57.1 µM], 0%
COCCNC(=O)CS(=O)Cc1nc(-c2ccc(Cl)cc2)oc1C (stereo not given)
    21%[57.1 µM], -0.2, -4, -3, 1%, -0.5, 7%, ?, -14%
CN(C)/C=N/NC(=O)c1ccccc1Cl
    1%, 0.5, 15, 14, 0%, -0.4, -2%, 11%, -15%
NC(=O)CSc1nc2sc(-c3ccccc3)cc2c(=O)n1N
    5%, -0.1, -34, 2, 4%, -0.5, 9%, -17%, -15%
Cc1cc(C(=O)NNC(=O)/C=C/c2ccc(F)cc2)c(C)o1
    0%, -0.3, -2, 4, -5%, -1.2, -3%, 8%, -22%
CCOC(=O)c1ccccc1NC(=O)CN1CCC(n2nnc3cc(C(F)(F)F)ccc32)CC1
    -4%, 2.0, -7, 2, -1%, 0.2, -6%, 22%, -3%
CCOC(=O)c1nnn(-c2nc(N(C)C)nc(N(C)C)n2)c1C
    2%, -0.5, 2, -5, 6%, 0.3, -4%, 17%[57.1 µM], 1%
S=c1[nH]nc(Cn2c(-c3ccccn3)nc3ccccc32)n1-c1ccc2c(c1)OCCO2
    4%[57.1 µM], -0.6, -4, 4, -6%, -0.6, -6%, -19%, -14%
CC(C)CCNC(=O)CCn1c(=O)c2cccn2c2cccnc21
    10%, -1.6, ., 2, -13%, -0.3, 0%, 16%, -16%
COCCCNC(=O)COc1ccc(S(=O)(=O)NCc2ccccc2)cc1Cl
    -6%, 0.8, -4, -3, 0%, -0.2, -1%, -3%, -15%

The closing three entries of the part before lead into the next:
Values run as follows: TrxR1 substrate, D2 agonist, D2 antagonist, TRHR PAM, mIDH1 inhibitor, TRHR agonist, Pin1 inh, TrxR1 inh, USP1-UAF1 inh
S=c1[nH]nc(Cn2c(-c3ccccn3)nc3ccccc32)n1-c1ccc2c(c1)OCCO2
    4%[57.1 µM], -0.6, -4, 4, -6%, -0.6, -6%, -19%, -14%
CC(C)CCNC(=O)CCn1c(=O)c2cccn2c2cccnc21
    10%, -1.6, ., 2, -13%, -0.3, 0%, 16%, -16%
COCCCNC(=O)COc1ccc(S(=O)(=O)NCc2ccccc2)cc1Cl
    -6%, 0.8, -4, -3, 0%, -0.2, -1%, -3%, -15%
COc1ccccc1N1CCN(C(=O)C2=CC=CN3CCS(=O)(=O)N=C23)CC1
    6%, 0.0, -12, 5, -7%, -3.0, -1%, 24%, -16%
Cc1ccc(-n2cccn2)c(CN2CCCC(CNC(=O)c3ccc(F)cc3)C2)c1 (stereo not given)
    7%, 0.1, -4, 2, 7%, 0.2, 5%, 14%, ?
Cc1ccc2nc(-c3cc(NC(=O)COc4ccc(C)c(C)c4)ccc3Cl)oc2c1
    8%, -0.7, ., -1, 1%, 2.4, 7%, 18%, ?
CCOC(=O)N1CCC2(CC1)NCCc1c2[nH]c2ccccc12
    9%, 1.2, 1, 3, 2%, 0.2, -5%, 21%, -20%
CCCCSc1nc2c(=O)[nH][nH]c(=O)c2n1Cc1ccccc1
    -4%, -1.2, 11, 3, -3%, -0.1, ?, -8%, 0%
CCOc1cccc(CN2CCCC(C(=O)c3cc(Cl)ccc3OC)C2)c1O (stereo not given)
    -2%, 1.0, 66*, -6, 12%, 0.6, ?, 24%, -1%
COc1ccccc1N1CCN(C(=S)NC(=O)/C=C/c2ccc(F)cc2)CC1
    -5%, 0.2, -8, -2, 2%, -1.9, -1%, -16%, -2%
COC(=O)CNC(=O)C(Cc1c[nH]c2ccccc12)NC(=O)OC(C)(C)C (stereo not given)
    6%[57.1 µM], -1.4, 5, 6, -1%, 0.9, -1%, 17%[57.1 µM], -8%
CCCCCCn1c(-c2ccco2)nc2oc3cc(OC)ccc3c(=O)c2c1=O
    8%, -0.8, -4, 8, 1%, -1.8, 24%, -22%, -22%
N#CC1(NC(=O)COC(=O)c2ccccc2SCC(=O)N2CCCC2)CCCCC1
    -7%, -0.8, -1, -2, 0%, 0.0, -7%, -8%, -9%
COc1cc(NC(=O)CN(C)S(=O)(=O)c2ccc3c(c2)CCC(=O)N3)cc(OC)c1
    -3%, -1.1, 2, 5, -7%, -0.1, -5%, 6%, -6%
O=C(O)c1ccccc1/C=N/Nc1nc(N2CCCCC2)nc(N2CCCCC2)n1
    ., 3.4, 4, -3, ., 0.2, ., ., .
O=C(NC1CCCCCC1)c1c(O)nc2sccn2c1=O
    1%, 0.7, 2, 1, 1%, -0.2, -9%, 8%, -4%
CC(=O)c1c(-c2ccc(Cl)cc2)c2ccccc2[nH]c1=O
    -3%, -0.9, -27, 3, -6%, -0.2, -2%, 7%, -6%
O=C(Nc1cccc(F)c1)[C@H](CSCc1ccccc1)N1Cc2ccccc2C1=O
    -4%, 1.4, ., -1, 4%, 2.6, ?, 9%, -8%

Two of these compounds, reformatted.
> CCOc1cccc(CN2CCCC(C(=O)c3cc(Cl)ccc3OC)C2)c1O (stereo not given)
  TrxR1 substrate: -2%; D2 agonist: 1.0; D2 antagonist: 66*; TRHR PAM: -6; mIDH1 inhibitor: 12%; TRHR agonist: 0.6; Pin1 inh: ?; TrxR1 inh: 24%; USP1-UAF1 inh: -1%

> COc1ccccc1N1CCN(C(=S)NC(=O)/C=C/c2ccc(F)cc2)CC1
  TrxR1 substrate: -5%; D2 agonist: 0.2; D2 antagonist: -8; TRHR PAM: -2; mIDH1 inhibitor: 2%; TRHR agonist: -1.9; Pin1 inh: -1%; TrxR1 inh: -16%; USP1-UAF1 inh: -2%

(next part)
Values run as follows: TrxR1 substrate, D2 agonist, D2 antagonist, TRHR PAM, mIDH1 inhibitor, TRHR agonist, Pin1 inh, TrxR1 inh, USP1-UAF1 inh
O=C(CSc1nn(-c2ccc(Cl)cc2)c(=S)s1)N1CCN(C(=O)c2ccco2)CC1
    6%, 0.2, -2, 0, 3%, 0.3, 3%, -9%[57.1 µM], -2%
CCNC(=O)CC1C(=O)N(c2ccc(OC)cc2)C(=O)N1Cc1ccc(OC)cc1 (stereo not given)
    0%, -1.5, 3, -6, 0%, -0.2, -8%, 7%, -3%
CCOC(=O)c1cnc2ccc(OCC)cc2c1NCCN1CCOCC1
    5%[11.4 µM], 0.1, -22, 23, 12%, 0.0, 0%, 24%[11.4 µM], -5%
Cc1ccccc1OCC(=O)Nc1cc(S(=O)(=O)N2CCOCC2)ccc1N1CCCC1
    3%, 0.4, -33, 7, 0%, -1.6, 18%, 22%, -22%
CCc1nnc(NC(=O)C2Cc3ccccc3C(=O)O2)s1 (stereo not given)
    -1%[57.1 µM], 0.7, 9, 8, 14%, 0.0, 0%, 4%[57.1 µM], -23%
Cc1ccc2nc(/C(C#N)=C\c3ccc([N+](=O)[O-])o3)[nH]c2c1
    5%[57.1 µM], 6.2, 8, -4, 8%, 22, ?, ?, -23%
O=C(N/N=C\c1ccc[nH]1)C1COc2ccccc2O1 (stereo not given)
    3%, 0.4, 8, 1, 3%, 0.1, -1%, 25%, -23%
CC(C)C(=O)Nc1sc2c(c1-c1nc3ccccc3[nH]1)CCCC2
    41%[activator], 0.5, 5, 2, 6%, -0.3, 13%, -29%, -16%
CO/N=C/c1c(C(=O)OC)nn(-c2ccccc2)c1Cl
    -4%, -2.2, 6, -3, -2%, -0.5, -5%, 23%, -20%
Cc1cc(C(=O)NCc2cccnc2)cs1
    10%[57.1 µM], 0.5, 29, -9, 5%, 0.5, 5%, 2%[57.1 µM], -4%
CC(C)(C)NC(=O)C(OC(=O)c1cccs1)c1ccc(F)cc1 (stereo not given)
    2%, 0.2, -3, 12, 7%, -0.7, 4%, 6%, -23%
Cn1c(SCC(=O)NCc2ccco2)nnc1-c1c[nH]c2ccccc12
    7%, 0.7, -10, 1, 21%, 0.2, -1%, -4%[57.1 µM], -8%
CC(C)Sc1ncnc2[nH]ncc12
    -12%, ., ., ., 7%, ., -1%, -11%, 5%
